UPR XBP1 act – adaptive UPR (XBP1) activation | AID 463104 | 0.33% of 330,000 active | CHO-XBP1 luciferase reporter, IRE1-XBP1 UPR activation, luminescence; percent of tunicamycin response, DMSO as zero | activation, % at 20 µM;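 active means versus positive control, 20 µM dose yields 30% or more activation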;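 further: 100% = tunicamycin at 10 µg/mL and 0% = DMSO only wells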
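Assay system: IRE1-XBP1 luciferase reporter CHO line. Input: 1000 cells/well. Buffer or medium: F12 with 10% serum. Doses: 20 µM, 1% DMSO. Times: overnight seeding at 37 °C, 6 h compound treatment at 37 °C. Technique: Steady-Glo luciferase glow luminescence, 10 min after reagent addition.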
tim23-1 inh – growth inhibitors of tim23-1 mutant yeast. S. cerevisiae tim23-1 growth, BacTiter-Glo luminescence, 24 h. inhibition, % at 20 µM. 1.3% of 330,000 active. AID 463212;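 active means growth inhibition of the mutant yeast at or above 50%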;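 further: temperature-sensitive mutant grown at 25 °C; plate controls were DMSO-treated mutant yeast for no effect and medium wells lacking yeast for full effect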
APJ ag – activates the human apelin receptor APJ; P35414; AID 2520; 0.11% of 330,000 active; activation, % at 20 µM; CHO-K1 APJ PathHunter beta-arrestin, luminescence; 0% DMSO wells, 100% apelin;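 active means activation more than six SD over the plate average, tested at 20 µM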;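 further: 0% = DMSO alone and 100% = apelin-13 at 10 nM; some results filed as inactive read as strong as hits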
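assay system = CHO-K1 APJ beta-arrestin complementation cell line | input = cell density 1000 per well | dosing = compound 20 µM once, DMSO 1% | timing = compound 90 min 25 °C, reagent 1 h | measured by = luminescence from split beta-galactosidase complementation, Galacton Star/Emerald II substrate | read-out basis = APJ agonist activity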
APJ antagonist – blocks the human apelin receptor APJ. inhibition, % at 20 µM. AID 2521. 0.32% of 330,000 active. CHO-K1 APJ beta-arrestin complementation, luminescence. P35414;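 active means inhibition above about 40% at 20 µM, limit read from the data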;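 further: cells challenged with 10 nM apelin-13 agonist together with compound; plate controls were apelin-13 plus DMSO wells for no effect and DMSO wells lacking apelin-13 for full effect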
Jurkat NFkB inh – inhibitors of the PMA/ionomycin-induced NF-kB reporter in Jurkat cells; PMA/ionomycin-induced NF-kB luciferase reporter, luminescence; inhibition, % at 4 µM; 0.53% of 330,000 active; AID 435003; in the data active means inhibition above about 50%
697 NFkB inh – lowers PMA/ionomycin-induced NF-kB signal in 697 B cells | 0.33% of 330,000 active | AID 435022 | inhibition, % at 4 µM | 697 B-cell NF-kB luciferase reporter, 16 h; in the data active means inhibition above about 35%
CHOP UPR activ – apoptotic UPR (CHOP) activation; 0.34% of 330,000 active; AID 449763; activation, % at 10 µM; CHO-CHOP luciferase reporter, luminescence; percent of tunicamycin response over DMSO baseline;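 active means at 10 µM dose, activation of 40% or more, normalized to positive control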;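 further: 100% = tunicamycin at 10 µg/mL and 0% = DMSO alone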
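assay system = CHO CHOP reporter cells | amount = 500 CHO-CHOP cells per well | buffer or medium = F12 with 10% FBS | incubation = 16-18 h cell attachment, then 6 h compound exposure, 37 °C | detection = luminescence read with Steady-Glo | read-out = percent activation relative to tunicamycin control | controls = tunicamycin high control, DMSO low control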
Mdm2-MdmX inh – disrupts the human Mdm2-MdmX interaction; SaOS-2 split-luciferase Mdm2/MdmX complementation, luminescence; inhibition, % at 8 µM; 3% of 330,000 active; AID 485346;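 active means inhibition of at least 50% at 8 µM in the primary screen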
Target sequence (O15151 whole entry, looked up): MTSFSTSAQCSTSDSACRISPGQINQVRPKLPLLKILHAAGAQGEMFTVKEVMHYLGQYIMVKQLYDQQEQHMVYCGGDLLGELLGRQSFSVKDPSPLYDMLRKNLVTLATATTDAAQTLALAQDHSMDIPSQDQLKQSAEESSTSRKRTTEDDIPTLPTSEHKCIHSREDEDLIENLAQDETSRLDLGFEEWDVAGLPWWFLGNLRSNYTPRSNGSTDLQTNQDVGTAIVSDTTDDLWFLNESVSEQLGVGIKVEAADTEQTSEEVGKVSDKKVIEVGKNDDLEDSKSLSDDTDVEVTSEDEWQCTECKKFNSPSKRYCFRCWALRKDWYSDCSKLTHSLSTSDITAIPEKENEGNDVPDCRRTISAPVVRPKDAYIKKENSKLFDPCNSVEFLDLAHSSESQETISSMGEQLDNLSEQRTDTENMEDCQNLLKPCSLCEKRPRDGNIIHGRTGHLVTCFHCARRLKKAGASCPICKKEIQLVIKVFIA
Target sequence (Q00987 whole entry, looked up): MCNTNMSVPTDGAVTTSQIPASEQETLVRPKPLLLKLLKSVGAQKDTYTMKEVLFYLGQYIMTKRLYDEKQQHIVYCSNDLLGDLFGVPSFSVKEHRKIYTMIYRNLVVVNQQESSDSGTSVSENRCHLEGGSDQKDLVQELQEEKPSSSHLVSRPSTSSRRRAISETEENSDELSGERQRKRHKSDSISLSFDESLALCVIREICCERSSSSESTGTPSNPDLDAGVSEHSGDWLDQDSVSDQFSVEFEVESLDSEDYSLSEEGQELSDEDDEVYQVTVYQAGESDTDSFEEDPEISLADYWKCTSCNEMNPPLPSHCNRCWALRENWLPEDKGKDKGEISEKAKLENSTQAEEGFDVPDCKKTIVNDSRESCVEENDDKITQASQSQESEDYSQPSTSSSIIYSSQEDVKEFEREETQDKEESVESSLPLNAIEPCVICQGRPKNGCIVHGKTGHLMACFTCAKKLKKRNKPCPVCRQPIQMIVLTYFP
* = called active by the depositor; · = not tested or not shown.

SMILES	UPR XBP1 act	tim23-1 inh	APJ ag	APJ antagonist	Jurkat NFkB inh	697 NFkB inh	CHOP UPR activ	Mdm2-MdmX inh
Cc1csc(N2CCCC2c2nc3cc(Cl)c(N4CCCCC4)cc3n2CCCO)n1 (stereo not drawn)	-1	10	4	-17	6	8	-1.4	27
O=C(Nc1ccc(F)cc1)C1C(c2ccccc2)C1(Cl)Cl (stereo not drawn)	1	59*	1	-6	13	7	2.4	28
Cc1ccc(C)c(S(=O)(=O)NCC(=O)N2CCCC2)c1	-4	3	1	-29	3	-32	2.4	11
O=S(=O)(c1ccccc1)N1CCN(Cc2ccccc2C(F)(F)F)CC1	-2	20	-5	2	-15	-26	-1.2	4
Cc1nn(Cc2ccccc2)c(Cl)c1C(=O)OCC#N	-3	17	-3	9	12	1	-1.1	15
CCN1C(=O)[C@H]2[C@@H](c3ccc(-c4ccc(F)cc4)cc3)N[C@@](CC(C)C)(C(=O)OC)[C@H]2C1=O	0	14	4	10	11	9	2.8	23
Cc1ccc(SCC(=O)Nc2oc(C)c3c(C)n[nH]c(=O)c23)cc1C	4	4	-3	5	0	14	-0.2	11
CN1CCN(C(=O)CCN2C(=O)/C(=C/c3ccc(F)cc3)SC2=S)CC1	3	30	-3	-4	1	-19	0.7	35
Cc1onc(-c2ccccc2Cl)c1C(=O)Nc1nnc(-c2ccc(F)cc2)s1	-1	28	0	-2	8	-10	0.4	-5
CCN(c1ccccc1)S(=O)(=O)c1ccc(C(=O)Nc2ncccc2O)cc1	-1	17	-3	-10	-6	-12	-1.0	15
CCOC(=O)C1CCN(C(=O)COC(=O)CSc2ccc([N+](=O)[O-])cc2)CC1	0	18	5	2	-10	-9	2.5	7
O=C1CCC(C(=O)OCC(=O)N2N=C3/C(=C/c4ccccc4)CCCC3C2c2ccccc2)N1 (stereo not drawn)	-1	29	-5	2	-3	-32	-2.8	2
O=C(NN1C(=O)NC2(CCCCC2)C1=O)c1cc2ccccc2o1	1	18	-2	-76	3	-7	0.2	25
COc1ccc(-c2noc(CCCC(=O)Nc3ccc(C(N)=O)cc3)n2)cc1	-2	-24	-2	24	10	78*	-5.0	-7
COc1ccc(NC(=O)c2cc(-c3cccnc3)nc3c(C)c(C)ccc23)c(OC)c1	2	21	-2	12	-4	16	1.1	-28
Cc1cc(=O)oc2c(C)c(OCC(=O)N3CCN(C(=O)C4COc5ccccc5O4)CC3)ccc12 (stereo not drawn)	-2	-1	1	-3	-16	3	0.1	16
O=C(CCCSc1ccc(Cl)cc1)Nc1cc(S(=O)(=O)N2CCOCC2)ccc1O	-3	12	-1	-3	4	-6	-1.2	13
Cc1cc(NC(=O)CSc2nc(C3CC3)nc3sc(C)c(C)c23)no1	13	13	-3	10	51*	-55	1.0	34
CCCc1ccc(S(=O)(=O)N/N=C(/C)c2ccc3c(c2)OCO3)cc1	-3	53*	0	3	21	12	-0.8	-3
COc1ccc(NC(=S)SC)cc1OC	-4	-17	-2	12	8	7	-1.2	29
Cc1ccc(NC(=S)NC(=O)c2cncc(Br)c2)c(C)c1	-2	-4	-11	15	2	9	2.0	22
CC(C)CCN1C(=O)c2ccc(C(=O)Nc3c[nH]c(=O)[nH]c3=O)cc2C1=O	-2	15	-2	-17	5	16	-2.2	17
Cn1nc(C(=O)Nc2ccc(S(=O)(=O)NCc3ccco3)cc2)c2ccccc2c1=O	-2	25	0	10	-3	2	-1.8	23
CC1Cc2ccccc2N1C(=O)C1CCCN1S(=O)(=O)c1ccc(Cl)cc1 (stereo not drawn)	-4	2	1	11	-13	-48	0.7	-2
CCOC(=O)/C(C#N)=C1/C=CN(C)C(C)=N1	0	9	0	3	8	8	-0.3	10
COc1ccc(N2CCCC2)c(NC(=O)c2ccc([N+](=O)[O-])o2)c1	-5	68*	3	12	6	7	2.3	27
O=C(N/N=C/c1cccnc1)c1ccc(S(=O)(=O)N2CCCCCC2)cc1	0	9	-4	7	1	9	-0.1	16
CN(C1CCS(=O)(=O)C1)S(=O)(=O)c1ccc2ccccc2c1 (stereo not drawn)	3	-1	-5	3	19	19	-0.6	12
CSc1nnc(NC(=O)c2cc3ccccc3oc2=O)s1	5	1	-2	2	12	-28	6.3	-6
CCOc1ccc(C(C)=O)cc1COC(=O)CCc1cc(OC)c(OC)c(OC)c1	-3	16	-1	14	-7	-6	1.3	16

Reprinted at random: two records from the list
SMILES	UPR XBP1 act	tim23-1 inh	APJ ag	APJ antagonist	Jurkat NFkB inh	697 NFkB inh	CHOP UPR activ	Mdm2-MdmX inh
CC1Cc2ccccc2N1C(=O)C1CCCN1S(=O)(=O)c1ccc(Cl)cc1 (stereo not drawn)	-4	2	1	11	-13	-48	0.7	-2
Cc1cc(NC(=O)CSc2nc(C3CC3)nc3sc(C)c(C)c23)no1	13	13	-3	10	51*	-55	1.0	34

Next part:
SMILES	UPR XBP1 act	tim23-1 inh	APJ ag	APJ antagonist	Jurkat NFkB inh	697 NFkB inh	CHOP UPR activ	Mdm2-MdmX inh
COc1ccc(Cc2nc3ccc(C(=O)N4CCCN(C=O)CC4)cc3o2)cc1	-1	15	2	-5	1	-19	1.4	14
COc1ccc(CCn2c(S)nc3ccccc3c2=O)cc1	-4	8	-1	10	-4	-8	-0.6	15
O=C(O)c1cccc(Nc2nc3ccccc3nc2NS(=O)(=O)c2cccs2)c1	-4	12	0	5	2	-16	-1.7	8
CCOc1ccc(NC(=O)C2CCN(S(=O)(=O)c3ccc4c(c3)CC(C)N4C(C)=O)CC2)cc1 (stereo not drawn)	-5	11	4	-7	28	-4	-1.9	3
COc1ccc(NC(=O)c2sc(-c3ccccc3)nc2C)c(OC)c1	1	10	0	-7	-21	-14	0.9	-3
COc1cc(-c2nnc(NC(=O)CS(=O)(=O)c3ccc(C)cc3)o2)cc(OC)c1OC	-1	2	-8	5	17	15	-0.2	7
Cc1ccccc1S(=O)(=O)N1CCN(C)CC1	-3	-19	0	9	-10	12	-0.3	-15
O=C(c1ccc(F)cc1)N1CCN(c2cnn(-c3ccccc3)c(=O)c2Cl)CC1	-3	16	0	-8	-17	-30	0.1	-16
CC(=O)C1=C(O)CC(c2ccccc2)CC1=NCCc1ccccc1 (stereo not drawn)	-2	17	0	-2	-6	-12	1.0	6
COc1ccc(-c2nc(CS(=O)CC(=O)N3CCc4ccccc4C3)c(C)o2)cc1 (stereo not drawn)	1	24	-1	-52	-13	2	0.4	-1

Ordered by the number under APJ ag (highest first): 3 of the compounds above.
Molecule	APJ ag
CCOc1ccc(NC(=O)C2CCN(S(=O)(=O)c3ccc4c(c3)CC(C)N4C(C)=O)CC2)cc1 (stereo not drawn)	4
COc1ccc(Cc2nc3ccc(C(=O)N4CCCN(C=O)CC4)cc3o2)cc1	2
COc1ccc(NC(=O)c2sc(-c3ccccc3)nc2C)c(OC)c1	0

New compounds follow:
SMILES	UPR XBP1 act	tim23-1 inh	APJ ag	APJ antagonist	Jurkat NFkB inh	697 NFkB inh	CHOP UPR activ	Mdm2-MdmX inh
Cc1ccc(C)c(CN2CCC(CNC(=O)CCc3nnc4ccc(N5CCC(C)CC5)nn34)CC2)c1	-3	10	0	22	12	-17	3.7	35
CC(C)c1ccc(NC(=O)Cn2cccc2C2=NC(c3ccccc3)CO2)cc1 (stereo not drawn)	0	16	-2	10	-13	19	1.8	-23
O=C(CSCc1c(Cl)cccc1Cl)N1CCOCC1	-4	10	1	0	-3	-39	-1.5	12
O=C(NCc1ccccn1)c1ccc(Cl)cc1Cl	0	10	1	13	-8	16	1.8	11
COc1ccc(NC(=O)CCc2c(C)nc3nc(C)nn3c2C)cc1	0	23	2	5	-10	-3	4.4	-3
O=C(Nc1cccc(S(=O)(=O)N2CCCC2)c1)c1cncc(Br)c1	3	-3	-3	-9	1	12	1.8	29
CCOc1ccccc1-n1c(SCC(=O)N2CCCc3ccccc32)nnc1-c1cccnc1	-3	10	-3	3	-4	1	0.5	-6
Cc1nn(Cc2ccccc2)c(C)c1N	-1	16	0	-8	-6	-36	1.6	-10
CN1CCN(CC(=O)Nc2nc(-c3c[nH]c4ccccc34)cs2)CC1	-1	12	3	4	-19	12	0.8	22
CCCCOc1ccc(C(=O)N(C)CC(=O)Nc2ccc(C)cc2)cc1	4	31	0	20	10	7	-1.3	-11
Cc1ccccc1Nc1cc(C)c2c(O)cccc2n1	15	16	-1	-6	-34	-20	2.6	26
CCOC(=O)[C@H](CCc1ccccc1)N[C@@H](C)C(=O)N1C(C(=O)O)C[C@@H]2CCC[C@@H]21 (stereo partly drawn)	-8	4	-1	8	8	19	0.2	15
COC(=O)Cc1ccc(NC(=S)NCc2ccccc2Cl)cc1	-2	22	-2	-3	2	6	4.0	6
CCOC(=O)CNC(=O)Cn1cnc2c(nnn2-c2ccc(OC)cc2)c1=O	3	3	-4	1	0	7	0.2	-5
O=C(COC(=O)c1ccccc1)Nc1ccc2[nH]c(=O)[nH]c2c1	2	-8	-1	12	-6	20	2.3	8
COc1ccc2[nH]c3c(c2c1)CCN1C(=O)C(CC(=O)NC(C)(C)C)C[C@H](C(=O)N2CCCCC2)[C@@]31C (stereo partly drawn)	0	19	·	·	·	17	2.0	23
COc1cccc(N2CCN(CC(=O)NC3=Nc4ccccc4N=C(C)C3c3ccccc3)CC2)c1 (stereo not drawn)	-4	16	2	20	-9	5	4.0	22
O=C(CSc1nnnn1-c1cccc(F)c1)Nc1nc2ccccc2s1	-1	-3	1	-4	-4	16	-1.7	7
CC1C(=NO)C(C)C(c2ccc(N(C)C)cc2)NC1c1ccc(N(C)C)cc1 (stereo not drawn)	-4	16	1	-12	-5	-45	1.7	31
CN(C(=O)c1ccc(COc2ccccc2Cl)o1)c1ccccc1	0	29	-4	6	-15	9	0.0	19
O=C(NCC(c1cccs1)N1CCOCC1)c1ccccc1NS(=O)(=O)c1ccc(Br)cc1 (stereo not drawn)	-2	32	-4	3	-2	20	1.0	-4
C/C(=N\NC(=O)CNc1cccc(C(F)(F)F)c1)c1cccc(Br)c1	-1	10	-1	-1	-6	20	1.1	-7
CCCCn1c(C(C)NC(=O)COC)nc2ccccc21 (stereo not drawn)	2	5	5	8	-4	-3	-0.3	10
O=C(Cc1ccc(NS(=O)(=O)c2ccc(F)cc2)cc1)NCc1cccnc1	0	1	-1	11	12	11	2.1	-1
COCCn1c(SCC(=O)NC(=O)NC(C)(C)C)nc2ccccc21	-4	17	1	21	-4	12	-1.6	4
O=C(CSc1n[nH]c(=O)[nH]c1=O)NCC1CCCCC1	-2	8	-2	0	-7	15	0.6	15
Cc1nc2ccccc2nc1OCC(=O)NCc1ccc2c(c1)OCO2	-1	9	1	3	7	10	1.1	-8
O=C(Nc1ccccc1C(=O)O)c1cccc(NC(=O)c2ccc(Br)o2)c1	-5	11	0	7	5	4	1.1	0
Cc1csc(NC(=O)c2cc(-c3ccccc3)nc3ccccc23)n1	2	37	1	7	17	2	3.4	23
COc1ccc(-c2nn(C)c3sc(C(=O)NCCN(C)C)cc23)cc1OC	3	7	0	-9	-25	-2	-0.5	-2
CC(C)(C)c1ccc2c(c1)OC(C(=O)N/N=C\c1ccncc1)CO2 (stereo not drawn)	2	7	2	7	-7	0	0.9	-35
CC1(C)CC(=O)c2cc3c(N)c(C(=O)NCc4ccccc4)sc3nc2C1	-2	-17	3	4	0	18	1.9	18
CCn1c(N)c(C(=O)NC2CCCCC2)sc1=S	0	14	-4	12	-5	8	-0.1	2
COc1cc(/C=C/C(=O)O)cc(S(=O)(=O)N(CC(C)C)CC(C)C)c1OC	-2	16	1	4	-8	9	0.1	-30

Source: PubChem (Sanford-Burnham Center for Chemical Genomics)

Hits appear at their usual frequency. About 5% of those tested had a hit in this group.
